Source: PubChem
KOR beta-arrestin-1 = KOR agonists, beta-arrestin recruitment, primary screen, cell-based, luminescence, uHTS (AID 1777); KOR beta-arrestin recruitment, luminescence; higher % means a stronger effect; activation, % at 10 µM; hits with a dose series show EC50 in µM; hit rate 0.02% among 280,000; in the data active = activation above about 50%, passing the limit was not always enough; note: a part of the inactive calls stands beside numbers as strong as those of hits
Myeloid diff MLP = compounds promoting myeloid differentiation | ER-HoxA9 myeloid progenitors, lysozyme-GFP differentiation, flow cytometry | calls only at 10 µM | hit rate 1% among 360,000 | AID 624256;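 active = normalized GFP-positive differentiation at or above the plate's own cutoff, the solvent-only control mean plus 3 SD; inconclusive = no clear call, values can overlap the other calls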;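 note: cells exposed to compound for four days before flow analysis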
KOR beta-arrestin-2 = kappa opioid receptor blockers – cell-based, luminescence, uHTS (AID 1778) | KOR beta-arrestin recruitment, luminescence, antagonist mode; higher % means a stronger effect | inhibition, % at 10 µM; hits with a dose series show IC50 in µM | hit rate 0.091% among 290,000; note: strong numbers were not always called active
HEK293 NOD2/NF-kB = NOD2 signaling inhibitors, cell-based, luminescence, uHTS, HEK293 (AID 1566); HEK293 NOD2/NF-kB luciferase reporter, luminescence; higher % means a stronger effect; one-dose inhibition, % at 4 µM; EC50 in µM for titrated hits; hit rate 0.63% among 290,000; note: many of its hits are not listed in these tables
GPR55 beta-arrestin = GPR55 agonists via beta-arrestin recruitment, primary screen, imaging, U2OS cells, beta-arrestin-GFP redistribution (AID 1961); activation, % at 10 µM, or EC50 in µM where a hit was titrated; hit rate 0.048% among 290,000; U2OS GPR55 beta-arrestin-GFP redistribution imaging; higher % means a stronger effect;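 active = activation above 40% with more than 50 cells counted in the well; inconclusive = wells holding fewer than 50 cells, flagged as toxic or sparse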;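 note: U2OS osteosarcoma cells stably expressing GPR55 and beta-arrestin-GFP; plate controls were DMSO negative control for no effect and LPI positive control for full effect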
NOD1 inhibition = inhibition of NOD1-driven NF-kB reporter – cell-based, luminescence, uHTS, primary screen (AID 1578); NOD1-driven NF-kB luciferase reporter cells, luminescence; higher % means a stronger effect; inhibition, % at 4 µM, or EC50 in µM where a hit was titrated; hit rate 1% among 290,000; in the data active = inhibition mostly above about 36%, no sharp cut-off; inactive = mostly below about 34%;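 note: HEK-293T reporter cells stimulated with the NOD1 agonist gamma-tri-DAP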
HIV fusion peptide = inhibitors of HIV fusion peptide binding, primary screen, biochemical, uHTS, fluorescence dequenching (AID 1986); cell-free peptide binding, fluorescence dequenching, 30 min; higher % means a stronger effect; hit rate 0.3% among 290,000; one-dose inhibition, % at 20 µM; IC50 in µM for titrated hits; in the data active = inhibition mostly above about 52%, no sharp cut-off; inactive = mostly below about 76%; note: some results filed as inactive read as strong as hits
GPR55 antagonists = GPR55 antagonists blocking LPI-driven arrestin recruitment, primary screen, imaging, U2OS, beta-arrestin-GFP, LPI agonist (AID 2013); U2OS GPR55 beta-arrestin-GFP translocation imaging, LPI antagonism; higher % means a stronger effect; one-dose inhibition, % at 10 µM; IC50 in µM for titrated hits; hit rate 0.13% among 290,000;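 active = spots per cell inhibited over 60%, with over 100 cells counted and total cytoplasm intensity under 500,000; inconclusive = wells with under 100 cells, flagged as likely toxic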;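 note: U2OS cells stably carrying GPR55 and arrestin-GFP stimulated by 5 µM LPI near EC80; imaged beta-arrestin-GFP aggregate spots per cell after agonist stimulation; plate controls were LPI-stimulated DMSO wells for no effect and DMSO wells without LPI for full effect; some results filed as inactive read as strong as hits; confirmed hits need IC50 under 10 µM and bright autofluorescent wells are also inconclusive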
GPR35 antagonists = GPR35 antagonists blocking zaprinast-driven arrestin recruitment, primary screen, imaging, U2OS, beta-arrestin-GFP, zaprinast agonist (AID 2058) | U2OS GPR35 beta-arrestin-GFP translocation imaging, zaprinast antagonism; higher % means a stronger effect | inhibition, % at 10 µM; hits with a dose series show IC50 in µM | hit rate 0.052% among 290,000;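 active = inhibition of at least 50% with at least 30 cells and total cytoplasm GFP at most 10,000,000; inconclusive = under 30 cells or total GFP of 10,000,000 plus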
Myeloid diff MLP GFP+ MAC1+ % = recorded beside Myeloid diff MLP, whose call it bears; GFP+ MAC1+ double positive, %; measured here: differentiation confirmed by MAC1 staining
* hit, by the source's call; i = inactive; ? = inconclusive; nt = not tested or not shown; [ ] = remark or other dose. Cut-off read from the data, not from the text of the source, unless noted: active = inhibition above about 50%; inactive = the rest. These rows are one share of the data; the hit share may differ from the screen's.

Screens in order: KOR beta-arrestin-1, Myeloid diff MLP, Myeloid diff MLP GFP+ MAC1+ %, KOR beta-arrestin-2, HEK293 NOD2/NF-kB, GPR55 beta-arrestin, NOD1 inhibition, HIV fusion peptide, GPR55 antagonists, GPR35 antagonists
- CS(=O)(=O)N1CCN(c2ncccn2)CC1
    -1.3%, i, 0.2, -8%, 3%, 1.3%, -9%, -1.3%, -5%, -8%
- CCCCn1c(N)c(N(CCC(C)C)C(=O)c2ccccc2C)c(=O)[nH]c1=O
    -6.1%, i, 0.4, 16%, -48%, 0.2%, 26%, -2.2%, 1%, 10%
- CCOc1ccc(CC(=O)N2CCN=C2SCc2ccc([N+](=O)[O-])cc2)cc1
    -3.4%, i, 0.3, 9%, 5%, -0.3%, -2%, -1.8%, -6%, -10%
- COc1ccc2[nH]c3c(Cl)ncnc3c2c1
    -1.2%, i, 0.0, -5%, 8%, -0.3%, -22%, 1.7%, 2%, 1%
- CN1CCN(CC(=O)Nc2nc3ccccc3s2)CC1
    0.2%, i, 0.4, -23%[20 µM], 0%, -0.3%, -14%, 1.7%, -13%, -13%
- CC(/C=N/NC(=O)Cc1cccs1)=C\c1ccccc1
    -1.6%, i, 0.6, 9%, -36%, -0.3%, -33%, -2.1%, 2%, 10%
- O=C(c1cccc(Br)c1)N1CCN(C(=O)N2CCOCC2)CC1
    2.0%, i, 1.2, 3%, -10%, 0.6%, -25%, 1.6%, 7%, -3%
- Cc1cccc2cc(/C=N/NC(=O)c3ccncc3)c(Cl)nc12
    0.6%, i, 0.4, 18%, 6%, -0.1%, -10%, -1.4%, -7%, -2%
- CCCCCc1ccc(-c2ccc(OCC)cc2)nc1
    -6.4%, i, 0.2, -14%, -6%, 0.2%, -41%, 1.7%, 10%, 17%
- COc1ccccc1NC(=S)N(Cc1ccccc1)Cc1ccccn1
    -0.4%, i, 0.8, -15%, 5%, 0.2%, -17%, 1.1%, 5%, 2%
- O=C(CN1C(=O)c2cccc3cccc1c23)Nc1ccc(S(=O)(=O)Nc2nccs2)cc1
    nt, i, 3.7, 18%, 14%, -0.1%, -10%, 51%, -1%, -2%
- Nc1cc(=O)[nH]c(SCCSc2ccccc2F)n1
    0.0%, i, 1.8, 29%, 5%, -0.1%, -12%, 1.8%, -5%, 7%
- C=CCOc1ccccc1CNCCCN1CCOCC1
    -0.3%, i, 1.1, 6%, 19%, -0.1%, -6%, 0.9%, 9%, -3%
- Clc1ccc(COc2ccccn2)c(Cl)c1
    -4.3%, i, 7.2, 17%, 10%, -0.4%, 0%, 0.7%, 10%, 1%
- Cc1ccc(CN2CCN(/N=C/c3cccnc3)CC2)cc1
    -2.5%, i, 0.4, 8%, 0%, 0.1%, -32%, -0.4%, 11%, 12%
- CCOc1ccc(C(=S)NC2CCCCC2)cc1OC
    0.3%, i, 7.5, -8%, -40%, 0.2%, nt, -4.8%, 6%, -2%
- O=C(NCCN1CCN(C(=O)c2cccs2)CC1)c1cccs1
    -3.6%, i, 3.7, 19%, 12%, -0.2%, -22%, -1.0%, 1%, 10%
- Cc1cc2nc(SCCOC(=O)Nc3ccc(Cl)cc3)nc(C)c2cc1C
    -1.9%, i, 0.7, 22%, -9%, -0.2%, nt, -5.3%, -4%, -1%
- Cc1cccc(N2CCN(C(c3ccncc3)c3nnnn3C(C)(C)C)CC2)c1C (centres undefined)
    0.7%, i, 0.3, -20%, 16%, 0.8%, -21%, -0.9%, 19%, 7%
- O=C(NCCc1ccccc1)C(=O)NCC1OCCCN1S(=O)(=O)c1cc(F)ccc1F (centres undefined)
    2.6%, i, 0.3, 4%, -9%, 0.0%, -27%, -0.4%, -2%, 3%
- NC(=O)CNC1CC(=O)N(CCc2ccccc2)C1=O (centres undefined)
    4.7%, i, 0.5, 14%, 11%, -0.2%, 9%, 3.9%, 2%, 13%
- Cc1nc(NC(=O)CSc2nc(N)cc(N)n2)sc1C
    -2.4%, i, 3.0, -16%, 8%, -0.2%, -15%, 0.8%, 3%, -12%
- CCn1c(SCC(=O)N/N=C/c2cc(OC)c(OC)c(OC)c2)nc2ccccc21
    -0.8%, i, 0.4, 11%, 21%, 0.2%, -3%, -1.0%, -7%, -13%
- S=C(NCc1cccnc1)Nc1cccc2ccccc12
    6.4%, i, 0.5, -15%, -6%, -0.1%, -21%, -1.2%, 4%, 5%
- COc1cccc(NC(=O)C2CCN(C(=O)[C@@H]3Cc4ccccc4CN3C(=O)OC(C)(C)C)CC2)c1
    2.9%, ?, nt, -8%, -3%, 0.4%, -7%, 0.3%, -9%, -3%
- COc1cc(C(=O)N/C(=C\c2cn(C)c3ccccc23)C(=O)NCCCn2ccnc2)cc(OC)c1OC
    2.5%, i, 0.8, -35%, -9%, -0.2%, -34%, 0.8%, 10%, -15%
- CCC(=O)N1CCN=C1SCc1cccc(C(F)(F)F)c1
    1.4%, i, 4.1, -7%, -2%, 0.3%, -24%, 1.0%, 8%, 9%
- Cc1nn(C(C)C(=O)NCCCc2ccccc2)c(=O)c2nn(-c3ccccc3)c(C)c12 (centres undefined)
    8.4%, i, 0.8, -6%, 17%, 0.0%, 13%, -1.6%, 18%, 2%
- O=C(COC(=O)CCc1c[nH]c2ccccc12)NC1CCS(=O)(=O)C1 (centres undefined)
    -4.3%, i, 0.5, -7%, -6%, -0.1%, -51%, 0.1%, 6%, -9%
- O=C(COC(=O)c1c[nH]c(=O)[nH]c1=O)Nc1ccccc1
    -3.9%, i, 1.1, -18%[20 µM], -10%, 0.3%, -28%, 0.2%, 3%, -10%
- O=C(COc1ccc2ccc(=O)oc2c1)NCCCn1ccnc1
    -3.9%, i, 0.5, -31%, 22%, 0.8%, -7%, 1.5%, 0%, -10%
- COCCC(=O)N1CCc2ccc(NC(=O)c3ccc(C(F)(F)F)cc3)cc2C1
    -0.9%, i, 0.3, -50%[20 µM], 36%, 0.1%, -8%, -0.6%, -5%, 1%
- Cc1cccc(N2CC(C(=O)Nc3nnc(SCC(=O)Nc4cc(C)on4)s3)CC2=O)c1 (centres undefined)
    6.8%, i, 0.3, 10%, 4%, 0.1%, -5%, 5.8%, 11%, -6%
- COc1ccc2[nH]c(C)c(CCN(Cc3cccs3)C(=S)Nc3ccccc3OC)c2c1
    -2.2%, ?, nt, 20%, 19%, -0.3%, 4%, 46%, 13%, -4%
- Cn1ccc(NC(=O)Nc2cccc([N+](=O)[O-])c2)n1
    0.0%, i, 0.1, 19%, -20%, -0.1%, -23%, 0.2%, 7%, -6%
- CC(=O)c1ccc(NC(=O)N[C@@H](CC(C)C)C(=O)O)cc1
    -0.3%, i, 0.7, 7%, -2%, -0.1%, -28%, 2.1%, 25%, -4%
- COc1cccc(OC)c1C(=O)Nc1ccc(Br)c(C(=O)c2ccccc2)c1
    -2.9%, i, 0.5, -37%, 2%, -0.2%, -31%, -1.7%, -18%, -9%
- CCOc1ccc(-c2c(C(=O)N/N=C(\C)c3ccco3)nnn2-c2nonc2N)cc1
    -0.3%, i, 0.3, -62%, -8%, -0.1%, 6%, 3.8%, -4%, -12%
- O=C(CCCn1cnc([N+](=O)[O-])n1)Nc1cc(Cl)ccc1O
    0.8%, i, 0.2, -14%, 0%, -0.4%, -16%, -0.2%, 4%, -9%
- COc1ccccc1NC(C)=[N+](C)CCNS(=O)(=O)c1ccc(Cl)cc1
    -1.8%, i, 0.9, 11%, -8%, -0.1%, -27%, -7.3%, 16%, -10%
- O=C(OC(C(=O)c1c[nH]c2ccccc12)c1ccccc1)c1cnccn1 (centres undefined)
    7.2%, i, 0.6, 2%, 11%, 0.3%, 7%, -0.2%, 8%, 5%
- S=C(NCCCN1CCOCC1)NC1CCCC1
    -6.9%, i, 0.7, 14%, 21%, 0.3%, -12%, 2.8%, 12%, -8%
- CCOC(=O)CNC(=O)C(CC(N)=O)NC(=O)OC(C)(C)C (centres undefined)
    -4.0%, i, 0.5, 20%, 13%, -0.2%, -8%, -0.8%, 0%, 2%
- CCCOC(=O)c1ccc(NC(=O)C(=O)NCC2CCCO2)cc1 (centres undefined)
    -2.2%, i, 1.2, 26%, 2%, -0.2%, -26%, -1.1%, 10%, -8%
- O=C(N/N=C/c1ccc(OC(=O)c2ccccc2Cl)cc1)c1ccc(O)cc1
    -1.5%, ?, nt, -31%, 6%, -0.2%, 9%, 2.4%, -5%, -5%
- CCN(c1ccccc1)S(=O)(=O)c1cccc(C(=O)N2CCN(S(=O)(=O)c3ccccc3)CC2)c1
    -4.7%, i, 2.7, 16%, 18%, -0.1%, -20%, -1.5%, 14%, 9%
- COc1ccc(-c2cc(-c3ccc(Cl)cc3)c(C#N)c(SCC(=O)O)n2)cc1
    1.2%, i, 0.1, 5%, 62%*, -0.2%, 46%, 19µM*, 7%, -70%
- NS(=O)(=O)c1ccc(O)c(NC(=O)c2ccc([N+](=O)[O-])o2)c1
    0.2%, i, 0.6, -3%, 9%, -0.2%, -12%, -0.8%, 2%, -1%
- Cc1ccc(Cn2nc(C)c(NC(=O)c3noc4c3CCCCC4)c2C)cc1
    1.8%, i, 10, 0%, -10%, 0.2%, nt, -0.9%, 12%, -8%
- O=C(Nc1ccccc1F)c1ccc(CSc2ncccn2)cc1
    -6.3%, i, 0.6, 13%, -70%, -0.2%, -44%, 0.6%, 1%, -10%
- O=C(NCc1cccnc1)c1cccs1
    -4.0%, i, 1.3, -19%[20 µM], -8%, 0.0%, -32%, -0.2%, 2%, -8%
- COCCNc1nc(SCc2ccccc2)nc2sc3c(c12)CCC3
    -3.0%, i, 0.8, 20%, 4%, -0.1%, 2%, -1.1%, 30%, -1%
- Cc1ccc(NC(=O)CCNS(=O)(=O)c2ccc3c(c2)CCC(=O)N3)cc1
    -0.7%, i, 0.4, 28%, 13%, -0.1%, -6%, -0.1%, -5%, -13%
- Cc1onc(-c2c(Cl)cccc2Cl)c1NC(=O)NC1CCSC1 (centres undefined)
    -1.2%, i, 0.6, 16%, -5%, -0.1%, -5%, 0.4%, 5%, -10%
- CCN(CC)C(=O)c1oc2ccc(S(=O)(=O)N3CCCCCC3)cc2c1C
    -5.0%, i, 0.3, 28%, 31%, -0.1%, 21%, -2.4%, -4%, 5%
